Pol beta inh – qHTS Assay for Inhibitors of DNA Polymerase Beta | Pol beta primer extension/strand displacement, fluorescence kinetic | 1.3% of 340,000 active | AID 485314, 2010 | Potency, µM (doses to about 114 µM), without a hit: top-dose activity change, negative = inhibition, hits mostly inhibitors; further: potency means the concentration at half of the fitted maximal effect; on the % scale 0 is the no-effect control and ±100 the full control effect
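Reaction started by 50 nM substrate onto compound-treated Pol beta (10 nM, 15 min preincubation, room temperature); plates read at 0 min and 10 min. Normalized concentration-effect data fitted by four-parameter Hill equation.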
GRP78 ERSR act – qHTS for Inducers of the Endoplasmic Reticulum Stress Response (ERSR) in Human Glioma: qHTS | 0.02% of 420,000 active | Potency, µM, for inactives: at the top dose activation, usual class: activators | U87-MG GRP78 promoter luciferase reporter, 16 h; further: potency means the concentration at half of the fitted maximal effect; series mostly up to about 76 µM; % of control where 0% means no effect; nearly all actives have a fitted effect of over 35% in size
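Stably transfected U87-MG human glioma cells carrying a GRP78-based luminescent sensor were seeded at 1000 cells/well, pin-dosed with compounds and incubated 16 h. Luciferase reagent was then added, and end-point luminescence was read after 10 min at room temperature.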
POLI inh – qHTS for Inhibitors of Polymerase Iota. DNA polymerase iota (Homo sapiens), Q9UNA4. Pol iota fluorescent replication assay, 10 min. Potency, µM (titrated, usually from 115 µM), inactives show top-dose activity, negative = inhibition, most hits filed as inhibitors. 1% of 390,000 active; further: potency means the concentration at half of the fitted maximal effect
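Fluorescent replication assay read twice, at 0 min and 10 min after adding 50 nM (final) substrate. Enzyme (10 nM) and compounds were first incubated 15 min at room temperature; enzyme-free buffer wells were negative controls.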
APE1 inh – qHTS Assay for Inhibitors of the Human Apurinic/apyrimidinic Endonuclease 1 (APE1). recombinant APE1, TAMRA/BHQ-2 abasic DNA cleavage fluorescence. 0.35% of 350,000 active. AID 2517, 2012. Potency, µM (series often up to 65.8 µM), without a hit: at the top dose activity change, negative = inhibition, actives largely listed as inhibitors. DNA repair nuclease/redox regulator APEX1 (Homo sapiens), P27695;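 further: potency means the concentration at half of the fitted maximal effect; plate controls were vehicle for no effect and reference inhibitor for full effect; nearly all actives have a fitted effect of over 55% in size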
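Substrate: short duplex with […] THF abasic site, 5'-TAMRA and 3'-BHQ-2, 50 nM final. APE1 at 0.75 nM, preincubated 15 min RT with compound. Fluorescence increase from first to third read measured activity.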
BLM inh – qHTS Assay for Inhibitors of Bloom's syndrome helicase (BLM). recombinant BLM DNA unwinding, fluorescence dequenching. Potency, µM (titrated, usually from 56.1 µM), for inactives: top-dose activity change, negative = inhibition, most hits filed as inhibitors. 0.2% of 350,000 active. AID 2528, 2010;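 further: potency means the concentration at half of the fitted maximal effect; plate controls were vehicle for no effect and no enzyme for full effect; nearly all actives have a fitted effect of over 35% in size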
LDHA block – qHTS assay for inhibitors of human lactate dehydrogenase; activity change, % (values are at about 110 or 230 µM); purified LDHA, NADH/diaphorase-resazurin fluorescence; active compounds read low; AID 1347041, 2019; 0.15% of 480,000 active; L-lactate dehydrogenase A chain (Homo sapiens), P00338; in the data active means activity change below about -30%; inconclusive means mostly about -25% to -30%;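 further: plate controls were DMSO wells for no effect and wells without enzyme for full effect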
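Human LDH5 (2 nM) was incubated with 0.06 mM NADH and 0.2 mM pyruvate for 5 min at room temperature in Tris pH 7.4. Remaining NADH was coupled through diaphorase/resazurin, and resorufin fluorescence was read at 0 and 20 min.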
Apoferritin bind – qHTS Assay for Identification of Novel General Anesthetics. Ferritin light chain (Equus caballus), P02791. apoferritin/1-aminoanthracene competitive binding, fluorescence. Potency, µM (titrated, usually from 77.5 µM), without a hit: top-dose activity change, negative = displacement, most hits filed as inhibitors. 0.074% of 350,000 active; further: potency means the concentration at half of the fitted maximal effect; on the % scale 0 is the no-effect control and ±100 the full control effect; nearly all actives have a fitted effect of over 20% in size
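Concentration-response curves derived by four-parameter Hill fitting of normalized fluorescence, where compounds displaced 1-AMA from 10 uM horse apoferritin following a brief 10 min room-temperature incubation; propofol titration acted as positive control.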
POLK inh – qHTS for Inhibitors of Polymerase Kappa; Potency, µM (titrated, usually from 107 µM), inactives show at the top dose activity, negative = inhibition, hits mostly inhibitors; 0.53% of 400,000 active; DNA polymerase kappa (Homo sapiens), Q9UBT6; purified Pol kappa, fluorescent DNA synthesis assay, 10 min; further: potency means the concentration at half of the fitted maximal effect; on the % scale 0 is the no-effect control and ±100 the full control effect
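Enzyme at 10 nM met test compounds for 15 min at room temperature. Substrate addition (50 nM final) began the reaction, which was monitored by fluorescence at 0 and 10 min.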
Pol eta inh – qHTS for Inhibitors of Polymerase Eta; DNA polymerase eta (Homo sapiens), Q9Y253; 1.2% of 390,000 active; recombinant Pol eta, fluorescent DNA replication assay; AID 588591, 2011; Potency, µM (titrated, usually from 114 µM), without a hit: at the highest dose activity change, negative = inhibition, most hits filed as inhibitors; further: potency means the concentration at half of the fitted maximal effect; on the % scale 0 is the no-effect control and ±100 the full control effect
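Fluorescent replication assay: 50 nM final substrate added after a 15 min room-temperature compound preincubation with 10 nM enzyme. Signal taken at 0 min and again at 10 min.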
An asterisk follows results filed as active; ? = inconclusive; / = no result given; & = joins results of further samples; [ ] = remark or other dose. Unless noted, the call rests on the fitted dose curve; in most records, active means well fitted curve in the direction sought with a large enough effect; inconclusive means small, poorly fitted or top-dose-only effect, or another doubt; inactive means no such curve, though single readings can be large; an effect the other way counts as inactive or inconclusive. These rows are one share of the data; the hit share may differ from the screen's.

Second line of a record – Pol beta inh, GRP78 ERSR act, POLI inh, APE1 inh, BLM inh, LDHA block, Apoferritin bind, POLK inh, Pol eta inh
- CC1CC(C)CN(C(=O)CSc2nnc(-c3ccc(Cl)s3)o2)C1 (stereo not given)
 : -2.1%, 0.6%, 6.3%, -0.1%, -3.9%, 3.4, ?, 13.9%, -8.3%
- Cc1nc(NC(=O)CSc2nccn2C)sc1C(=O)N(C)C
 : 2.7%, 0.1%, 9.8%, 25.0%, -5.9%, -2.5, -2.4%, -11.4%, 0.7%
- CCCCOc1ccc(C(=O)N2CCN(c3ncccn3)CC2)cc1
 : 11.4%, -0.3%, -4.9%, 54.1%[activator], -6.5%, -1.7, -22.8%, -7.8%, 2.5%
- COc1cc(C(=O)Oc2ccccc2N)cc(OC)c1OC
 : -0.5%, -2.9%, 17.2%, -1.5%, -5.3%, 2.7, -11.8%, -2.8%, -17.6%
- O=C1N(Cc2ccccc2)CC2(Br)COCOC12O (stereo not given)
 : /, -3.2%, -3.7%, /, /, 12.1, /, -8.4%, 2.2%
- COc1ccc2c(=O)c3c(=O)n(Cc4ccco4)c(-c4ccccc4)nc3oc2c1
 : -12.0%, 0.3%, 1.3%, -1.4%, -4.6%, -9.8, ?, -10.2%, 4.3%
- CC(C)(C)C1CCC(=O)N(CCOc2ccccc2)CC1 (stereo not given)
 : 2.8%, 7.7%&3.4%, 24.8%&5.8%, -2.2%, -2.7%, -1.7, ?, 1.1%&-7.3%, -22.8%
- Cc1c(NC(=O)C(C)OC(=O)COc2cccc3c2OC(C)(C)C3)c(=O)n(-c2ccccc2)n1C (stereo not given)
 : 6.2%, -5.8%, 8.7%, 17.4%, -0.3%, -2.9, 3.8%, -1.7%, 5.7%
- O=C(COC(=O)/C=C/c1cccs1)Nc1ccc(F)cc1
 : /, 2.5%, 19.5%, 5.9%, /, 0.1, /, 7.1%, -12.3%
- Cc1onc(-c2ccccc2Cl)c1C(=O)NCC(=O)O
 : 40.7%, -4.3%, 5.3%, 9.1%, -1.8%, -10.7, -3.8%, -13.6%, 2.2%
- Cn1c2ccccc2c2c3c(c4c5ccccc5n(CCC#N)c4c21)CNC3=O
 : /, -2.6%, /, -2.7%, /, /, 20.2%, -4.0%[19.4 µM], /
- CC1Cc2ccccc2N1S(=O)(=O)c1nnc(NC(=O)c2ccccc2)s1 (stereo not given)
 : 0.3%, 1.0%, 8.4%, /, -1.8%, -5.1, -7.4%, 10.6%, -16.7%
- CCCCCCCN(c1ccccc1)[C@@H]1C[C@H]2CCCC(=O)N3CC[C@@H](C1)[C@@H]23
 : /, -4.8%, 19.0%, /, /, 9.7, /, 1.7%, ?
- Cc1cccc(C(=O)Nc2ccc(C)c(OC(=O)c3cccc(C)c3)c2)c1
 : -0.9%, /, /, 14.1%, -15.2%, /, -20.4%, /, /
- CCCCC(=O)Nc1cccc(NC(=O)c2ccc(Br)cc2)c1
 : 2.1%, -1.9%, ?, -4.1%, -1.8%, 0.9, -12.1%, -1.9%, -13.8%
- CC(=O)c1cccc(S(=O)(=O)N2CCC(C(=O)N(C)Cc3ccc(Cl)s3)CC2)c1
 : /, -3.7%, ?, -30.3%, /, -3.3, /, -22.9%, -10.5%
- O=C(COC(=O)/C=C/c1ccccc1F)Nc1nnc(-c2ccccc2)o1
 : /, 1.6%, 12.4%, 6.6%, /, 3.1, /, 1.3%, ?
- COc1c(O)cccc1-c1nnn(CCC(=O)OCC(=O)c2ccccc2)n1
 : -0.3%, -2.5%, 10.1%, 0.4%, -1.1%, 7.3, ?, -12.5%, -18.3%
- CN(C)/C=C(\C#N)C(N)=C(C#N)C#N
 : -1.5%, 0.7%, 94.9%[activator], -5.9%, -4.1%, -8.1, 0.2%, -9.2%, 9.0%
- O=C(CSc1nnc(-c2ccccc2F)n1C1CCCCC1)N1CCCC1
 : 18.0%, -4.3%, 13.4%, 6.3%, 1.4%, -1.5&-1.5, -5.3%, -15.0%, 2.1%
- O=C(CCCOc1ccccc1)Nc1cccc(C(=O)O)c1
 : 6.2%, -4.0%, 24.1%, 7.0%, -4.0%, -6.4, -2.9%, -18.9%, -9.4%
- O=C(COC(=O)/C=C/c1cccs1)Nc1nc(-c2cccc(Br)c2)cs1
 : 0.3%, 2.5%, 8.1%, -2.7%, -4.3%, -0.1, -8.7%, -11.0%, -18.7%
- Cc1cc(C(=O)N/N=C/C=C/c2ccc3c(c2)OCO3)n[nH]1
 : ?, -1.4%, -12.3%, -0.9%, -6.0%, -4.8, 29.1%, -10.7%, -11.1%
- CC(=O)NCCCNS(=O)(=O)c1ccc(C)cc1
 : 86.2%, -4.2%, 12.7%, -3.9%, -2.7%, -1.3, -5.6%, -3.6%, -22.5%
- COCCNC(=O)Nc1ccc2c(c1)N(C)C(=O)CS2
 : -6.0%, -1.6%, 7.0%, -2.8%, -3.8%, 1.6, -11.4%, 3.1%[60.1 µM], 0.5%
- CC(=O)C[C@@H](O)CC(=O)[C@H]1OC(=O)CCCCCCc2ccccc21
 : /, -1.2%, -1.6%, -6.3%, /, -13.1, /, -17.0%, -0.4%
- CCc1ccccc1NC(=O)C(C#N)Cc1cccnc1 (stereo not given)
 : 29.2%, -0.8%, 5.8%, -18.7%, -6.1%, -12.9, 5.6%, -15.6%, -12.6%
- CCOC(=O)NC(Nc1ccc(C)cn1)(C(F)(F)F)C(F)(F)F
 : -0.9%, -4.0%, 8.8%, -0.6%, 0.7%, -0.3, -1.5%, 0.7%, -4.6%
- CC(C)(C)[C@H]1COC(=O)[C@H](NC(=O)OCC2c3ccccc3-c3ccccc32)C/C=C\C[C@@H](CC(=O)N(CCO)Cc2ccccc2)C(=O)N1
 : /, -4.2%, -3.5%, -23.5%, /, 2.1, /, -11.8%, -13.5%
- CCOC(=O)N1CCN(S(=O)(=O)c2ccc3c(c2)oc(=O)n3C)CC1
 : 8.5%, -3.6%, 20.9%, 7.3%, 0.3%, 3.4, -15.2%, 6.2%, -12.0%
- C#CCN1Cc2ccccc2Oc2cc(Br)ccc2S1(=O)=O
 : /, -3.4%, -0.6%, -1.6%, /, 1.0, /, -0.2%, -21.1%
- Cc1ccc(S(=O)(=O)N2[C@@H](c3ccc(C#N)cc3)C(C(=O)O)=C[C@H]2C(C)(C)C)cc1
 : /, -1.0%, -17.0%, -16.7%, /, -1.6, /, -16.7%, -5.8%
- CCc1ccc(-n2nc(C)c3c(C)cc(=O)n(CC(=O)N(CC)Cc4ccccc4)c32)cc1
 : -28.2%, 1.1%, 3.1%, /, -9.8%, -0.9, 4.3%, -1.3%, -15.9%
- Cc1cc(O)c(C=O)c2c1C(=O)Oc1c(COC(=O)/C=C/C(=O)O)c(O)c(C(=O)O)c(C)c1O2
 : /, -7.0%, /, 1.26µM*, 18.0%, /, -14.0%, 3.55µM*, /
- CC1(C)CCCC2=C1CC1C(=O)N(O)C(=O)C1C2 (stereo not given)
 : ?, -5.7%, 18.1%, 1.0%, 1.6%, -7.0, -7.3%, -5.7%, 0.3%
- Cc1nn(-c2ccccn2)c2c1C(c1ccccn1)C1=C(CCCC1=O)N2 (stereo not given)
 : -0.6%, /, /, 12.7%, -3.4%, /, 16.6%, /, /
- COc1ccc(C=NNC(=S)Nc2ccc(F)cc2)cc1OC
 : /, -8.5%, 24.1%, /, /, -4.0, /, -16.6%, -10.9%
- O=C(Nc1ccc(Cl)cn1)c1cnn2c1NC(=C1CC1)C=C2C(F)F
 : /, -3.6%, 36.0%[activator], /, /, 2.1, /, 5.5%, /
- Cn1c(CCN2CCN(c3ccccn3)CC2)nc2cc(NC(=O)COc3ccc([N+](=O)[O-])cc3)ccc21
 : 18.3%, -0.1%, 22.2%, 0.3%, -3.4%, -4.4, 2.0%, -18.3%, -16.3%
- Cc1cc([N+](=O)[O-])ccc1NC(=O)/C=C/c1cccs1
 : -3.0%, 6.2%, 35.6%[activator], 1.6%, -2.5%, -0.8, -1.3%, -0.5%, -21.4%

Part of the list above with just APE1 inh and POLK inh:
| compound | APE1 inh | POLK inh |
| --- | --- | --- |
| Cc1cc(O)c(C=O)c2c1C(=O)Oc1c(COC(=O)/C=C/C(=O)O)c(O)c(C(=O)O)c(C)c1O2 | 1.26µM* | 3.55µM* |
| CCOC(=O)N1CCN(S(=O)(=O)c2ccc3c(c2)oc(=O)n3C)CC1 | 7.3% | 6.2% |

Going on with the list:
Second line of a record – Pol beta inh, GRP78 ERSR act, POLI inh, APE1 inh, BLM inh, LDHA block, Apoferritin bind, POLK inh, Pol eta inh
- COC(=O)c1c(C(=O)OC)c2cc(C(=O)c3ccccc3)ccn2c1Cl
 : -1.3%, -0.9%, 9.8%, 7.6%, -8.5%, -2.2, ?, -6.3%, -3.7%
- CC(=O)c1cnn(-c2ccc(Cl)cc2)c1C
 : 3.2%, -2.7%, 22.8%, -4.0%, 0.0%, -6.1, -11.0%, 2.4%, 0.8%
- Cc1ccc2sc(N3CCN(C(=O)C4COc5ccccc5O4)CC3)nc2c1C (stereo not given)
 : -1.6%, -0.8%, 21.5%, /, -3.4%, 2.1, 14.5%, -7.3%[60.1 µM], -20.6%
- O=C(COC(=O)c1ccc2ncsc2c1)Nc1ccccc1Br
 : /, -2.5%, ?, 25.4%, /, -12.0, /, 1.4%, -4.6%
- CC(=O)OCC(NC(=O)C(COCc1ccccc1)NC(=O)OC(C)(C)C)C1OC(n2cc(F)c(=O)[nH]c2=O)C(OC(C)=O)C1OC(C)=O (stereo not given)
 : /, -4.8%, 29.2%, 0.9%, 4.8%, /, -2.9%, -21.2%, /
- COc1ccccc1N1CCN(C(=O)Cn2c(=O)oc3cc(S(=O)(=O)N4CCCC4)ccc32)CC1
 : -8.0%, -2.9%, 15.8%, 36.9%, -1.9%, -0.1, -21.7%, 14.1%, -10.1%

Compound activity: PubChem BioAssay, National Center for Advancing Translational Sciences (NCATS)
